STEP block – STEP phosphatase inhibitors, primary screen, biochemical, fluorescence intensity, uHTS; recombinant STEP, OMFP fluorogenic substrate; 0.25% of 360,000 active; inhibition, % at 20 µM; AID 588621, 2011;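 active = inhibition at 20 µM, scaled per plate between control wells, above about 37%, limit read from the data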;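 note: 0% = DMSO with enzyme and substrate and 100% = substrate only without enzyme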
Target sequence (P54829 whole entry, looked up): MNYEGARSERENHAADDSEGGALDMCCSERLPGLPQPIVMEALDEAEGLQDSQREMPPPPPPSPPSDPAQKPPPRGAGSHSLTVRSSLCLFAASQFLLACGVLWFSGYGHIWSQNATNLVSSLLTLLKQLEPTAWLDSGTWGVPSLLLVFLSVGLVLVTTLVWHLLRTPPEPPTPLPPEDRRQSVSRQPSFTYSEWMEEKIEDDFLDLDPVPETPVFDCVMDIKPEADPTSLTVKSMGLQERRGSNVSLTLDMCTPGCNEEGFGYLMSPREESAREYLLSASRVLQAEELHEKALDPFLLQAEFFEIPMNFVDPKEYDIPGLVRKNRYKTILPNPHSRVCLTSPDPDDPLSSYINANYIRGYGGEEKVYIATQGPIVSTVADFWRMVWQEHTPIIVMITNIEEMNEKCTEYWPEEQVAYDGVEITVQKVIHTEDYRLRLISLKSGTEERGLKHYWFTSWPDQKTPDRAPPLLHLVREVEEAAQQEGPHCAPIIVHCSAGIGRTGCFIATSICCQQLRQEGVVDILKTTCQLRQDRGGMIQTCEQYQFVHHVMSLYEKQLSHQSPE
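material = STEP tyrosine phosphatase | reagent = fluorogenic phosphatase substrate OMFP at 25 µM final | doses = single compound dose of 20 µM, 1% DMSO final | schedule = 20 min reaction, room temperature, in the dark | measured by = fluorescence, 480/540 nm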
MsrA inhibitor – bovine MsrA enzyme inhibitors, primary screen, biochemical, absorbance, HTS. 0.75% of 360,000 active. inhibition, % at 15.5 µM. AID 651718, 2012. Methionine sulfoxide reductase A (Bos taurus). purified bovine MsrA, absorbance read-out; in the data active = inhibition above about 4.5%;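 note: 0% = vehicle wells with enzyme and 100% = reference inhibitor wells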
LMPTP inh – LMPTP phosphatase inhibitors, primary screen, biochemical, fluorescence intensity, uHTS; Low molecular weight phosphotyrosine protein phosphatase (Homo sapiens), P24666; 0.22% of 360,000 active; inhibition, % at 20 µM; AID 651560, 2012; recombinant LMPTP-A, OMFP fluorogenic substrate;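 active = compounds that cut the enzyme signal by at least half of the control window in the single-dose screen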;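 note: plate controls were DMSO wells with enzyme plus substrate for no effect and substrate without enzyme for full effect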
Target sequence (P24666 whole entry, looked up): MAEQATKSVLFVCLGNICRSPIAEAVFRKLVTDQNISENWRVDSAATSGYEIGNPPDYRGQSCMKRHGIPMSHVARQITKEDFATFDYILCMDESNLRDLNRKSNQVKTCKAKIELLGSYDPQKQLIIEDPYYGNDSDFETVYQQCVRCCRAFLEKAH
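Assay system: LMPTP-A enzyme. Input: 0.625 nM LMPTP-A final. Probe or stimulus: 400 µM OMFP. Compound dosing: single 20 µM dose. Schedule: 50 min dark incubation at room temperature. Detection: fluorescence intensity of OMFP turnover product. Read-out: percent inhibition versus substrate-only and uninhibited controls. Benchmarks: no-enzyme low control, uninhibited high control.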
Scp-1 inhibitor – Scp-1 phosphatase inhibitors, primary screen, biochemical, colorimetric, uHTS; Carboxy-terminal domain RNA polymerase II polypeptide A small phosphatase 1 (Homo …; Recombinant Scp1, phosphopeptide, malachite green phosphate absorbance; inhibition, % at 20 µM; 0.88% of 340,000 active;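 active = inhibition above about 50% at 20 µM, limit read from the data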;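 note: plate controls were DMSO wells with enzyme for no effect and wells lacking enzyme for full effect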
Target sequence (Q9GZU7 76-261 limits assumed): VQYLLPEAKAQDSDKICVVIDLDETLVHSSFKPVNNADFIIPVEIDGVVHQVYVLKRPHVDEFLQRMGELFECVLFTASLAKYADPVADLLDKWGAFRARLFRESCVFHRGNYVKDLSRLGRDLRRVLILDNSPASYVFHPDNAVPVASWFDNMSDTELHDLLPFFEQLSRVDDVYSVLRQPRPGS
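Test system: SCP-1 catalytic domain; Buffer or medium: Acidic Tris acetate buffer with magnesium and detergent; Also added: Phosphorylated 17-residue peptide substrate; Compound: single 20 µM dose, 1% DMSO; Schedule: enzyme reaction 45 min at room temperature, colour 5 min, stabilisation 30 min; Signal: Phosphate-binding colour reagent, absorbance read at 630 nm.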
SUMO1-SIM PPI – modulators of SUMO1 protein-protein interactions, primary screen, biochemical, uHTS; 0.33% of 360,000 active; inhibition, % at 20 µM; SUMO1 binding to a labelled peptide, TR-FRET, 1 h; AID 602429, 2012; in the data active = inhibition above about 37%
Target sequence (P63165 whole entry, looked up): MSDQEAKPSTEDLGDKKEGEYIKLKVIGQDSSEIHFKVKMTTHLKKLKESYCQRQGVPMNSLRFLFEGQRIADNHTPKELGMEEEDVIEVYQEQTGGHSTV
DNMT1 block – human DNMT1 methyltransferase inhibitors, primary screen, biochemical, molecular beacon, fluorescence, HinP1I cleavage, uHTS | DNA (cytosine-5)-methyltransferase 1 (Homo sapiens), P26358 | inhibition (reported as % activation of signal), % at 10 µM | 0.83% of 360,000 active | AID 588458, 2011; in the data active = inhibition above about 50%
TbMetRS inhib – T. brucei MetRS inhibitors, primary screen, biochemical, luminescence | AID 624268, 2012 | inhibition, % at 11.9 µM | purified T. brucei MetRS, ATP depletion, Kinase-Glo luminescence | methionyl-tRNA synthetase (Trypanosoma brucei brucei) | 0.4% of 360,000 active;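 active = inhibition above a per-plate cutoff of the control wells' mean inhibition plus 3 SD, cut at about 5.5% in these data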;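 note: 0% = DMSO wells median and 100% = median of wells with control inhibitor compound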
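Dosing: 11.9 µM compound single dose, 0.9% DMSO; Assay system: purified T. brucei MetRS enzyme; Measured by: Kinase-Glo luciferase luminescence reporting remaining unconsumed ATP; Schedule: 15 min plus 2 h at 25 °C.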
E coli Lon inh – inhibitors of E. coli Lon protease, primary screen, biochemical, fluorescence polarization. P0A9M0. purified E. coli Lon protease. inhibition, % at 7.94 µM. 0.42% of 360,000 active; in the data active = inhibition above about 13%, passing the limit was not always enough;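 note: 0% = enzyme with probe and DMSO and 100% = no enzyme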
NRP1-CendR mod – modulators of CendR peptide binding to NRP-1, primary screen, biochemical, fluorescence polarization, uHTS; FAM-RPARPAR peptide binding to NRP-1; 0.85% of 360,000 active; Neuropilin-1 (Homo sapiens), O14786; inhibition, % at 25 µM; AID 602438, 2012;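 active = inhibition or corrected inhibition above about 18%, plus a signal ratio from 0.5 to 1.5, limit read from the data, passing the limit was not always enough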; note: strong numbers were not always called active
bovine MsrA act – bovine MsrA enzyme activators, primary screen, biochemical, absorbance, HTS | activation, % at 10.6 µM | purified bovine MsrA, absorbance read-out | 0.3% of 360,000 active | Methionine sulfoxide reductase A (Bos taurus); in the data active = activation above about 7.5%;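 note: 0% = vehicle and 100% = reference activator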
Numbers without * were called inactive; / = not tested or not shown. Random draw from the library. Share with any hit: about 4.3%.

SMILES	STEP block	MsrA inhibitor	LMPTP inh	Scp-1 inhibitor	SUMO1-SIM PPI	DNMT1 block	TbMetRS inhib	E coli Lon inh	NRP1-CendR mod	bovine MsrA act
CCCNC(=O)CSC1=N/C(=C/c2ccc(F)cc2)C(=O)N1CC	-1.5	0.5	0.5	-14.2	-9.2	5.8	-2.0	-5.7	-0.4	-13.7
CC(C)CN1C(=O)c2ccc(C(=O)NCc3ccc4c(c3)OCO4)cc2C1=O	-1.5	0.5	0.1	-10.5	-18.3	-2.5	-0.1	4.4	1.5	-0.9
Cc1cc(Cl)c2oc(C(=O)N(CCO)Cc3ccccc3)c(C)c2c1	0.0	0.2	1.8	-2.4	8.6	-10.5	0.9	9.2	3.8	-5.2
CCOC(=O)Cn1nnc(-c2ccc([N+](=O)[O-])cc2)n1	-2.4	0.9	-0.2	10.6	-29.5	1.4	0.8	-5.7	10.0	-3.0
N#Cc1c(-c2ccc(F)cc2)cc(-c2ccccc2)nc1SCC(=O)NCC(=O)O	30.0	1.3	-0.9	43.6	-6.7	-6.2	-0.2	-5.0	-27.0	-1.0
O=C(NCCN1CCNC1=O)C1CCC(=O)N(Cc2cccc(C(F)(F)F)c2)C1 (stereo not drawn)	-2.4	-0.3	-1.6	-1.1	-2.4	-0.5	-0.4	-4.3	7.5	-10.5
CN(C)CCNC(=O)C(c1ccccc1)c1ccccc1	1.4	-0.1	-3.1	-14.9	-3.9	-5.5	-0.2	3.4	-4.3	-3.0
CC1CCN(C(=O)CSc2nnc(Cc3ccccc3)o2)CC1	3.8	-0.5	-0.1	10.9	6.1	-0.5	0.0	-3.7	-11.3	-2.0
Cc1cccc(C(=O)Nc2cccc(Br)c2)c1[N+](=O)[O-]	-2.7	0.9	0.5	-3.2	-1.3	-3.7	-0.5	1.4	-3.1	-8.1
CC(CCCN1CCCC1)Nc1ccnc2cc(Cl)ccc12 (stereo not drawn)	-5.7	4.8*	76.2*	-15.3	-41.6	8.6	0.3	-8.7	-7.6	-1.2
CCOC(=O)c1cc(-c2ccccc2)n(CC(=O)Nc2ccc(OCC)cc2)c1C	0.6	0.7	-1.5	-7.3	-2.7	39.0	-0.4	-5.7	-4.0	-2.7
Cc1ccc(Cl)cc1N(Cc1ccc(C(=O)NCc2cccnc2)cc1)S(=O)(=O)c1ccccc1	-0.8	0.2	-0.9	-7.7	1.9	1.4	-0.7	-12.7	8.7	-2.9
COc1ccc(Cn2c(=O)[nH]c3cc(C(=O)N4CCN(c5ccccc5OC)CC4)ccc3c2=O)cc1	-1.7	/	2.6	0.1	5.9	-5.5	-0.3	7.1	-6.1	-1.3
CCOC(=O)C1(C)CCCCCN1C(=O)c1ccc(N(C)C)cc1 (stereo not drawn)	12.4	0.3	-3.1	/	3.9	1.8	-0.2	7.0	1.3	-1.0
COc1cccc2cc(C(=O)N(Cc3cccs3)CC3CCCO3)c(=O)oc12 (stereo not drawn)	-3.1	-0.1	1.1	2.6	-2.9	1.1	-1.3	4.6	-16.6	-14.0
CC(=NNS(=O)(=O)c1cccc([N+](=O)[O-])c1)c1ccc(-n2ccnc2)cc1	1.6	0.8	-0.6	-2.4	-17.8	0.2	-0.5	-1.7	12.9	-3.2
CCc1cccc(NC(=O)C2CCN(S(=O)(=O)c3c(C)noc3C)CC2)c1	-1.8	1.3	0.2	-6.7	1.8	3.9	-1.2	-4.9	12.1	-3.3
COc1ccc(OC)c(NC(=O)CCS(=O)(=O)c2cc3c(cc2C)NC(=O)CO3)c1	-0.4	0.4	0.8	-11.0	0.3	-1.5	0.3	-6.4	-2.5	-0.5
O=C(O)CSCC(=O)N1CCN(S(=O)(=O)c2cc(Cl)cc(Cl)c2)CC1	-0.8	1.2	-1.4	-0.8	-0.9	2.1	0.1	-8.5	2.2	-2.9
Cc1nnc(NC(=O)c2ccc(S(=O)(=O)C(F)F)cc2)s1	2.8	1.2	2.6	-10.7	-6.7	-4.0	-0.5	-6.8	-9.5	-8.4
O=S(=O)(c1cc(O)ccc1O)c1cccc2c(S(=O)(=O)c3cc(O)ccc3O)cccc12	83.7*	1.1	74.6*	69.0*	58.1*	95.4*	0.3	-3.6	-10.5	-4.5
Cc1cc(C(=O)N2CCN(S(=O)(=O)c3ccccc3)CC2)c(C)o1	1.4	-0.1	-0.1	-4.8	-5.0	1.9	-0.5	-3.9	5.6	-0.9
Cc1ccc(S(=O)(=O)CCC(=O)N(CCN2CCOCC2)c2nc3ccccc3s2)cc1	-0.9	-1.3	-1.0	-0.8	3.9	0.0	-0.5	-0.9	1.8	0.1
COc1cccc(/C=C/C(=O)OCC(=O)Nc2ccc3[nH]c(=O)[nH]c3c2)c1OC	-0.1	2.3	-1.4	-1.1	-7.4	-1.4	-0.4	-8.4	-13.8	-3.3
COc1cccc(CN(C)C(=O)COc2cccc3c2OC(C)(C)C3)c1OC	-1.0	0.8	0.1	-0.1	3.7	9.2	-0.7	3.4	17.0	-9.6
Cc1ccc(Cn2nnc3c(=O)n(Cc4cc(C)ccc4C)cnc32)cc1	2.3	-0.3	-2.0	-9.8	-2.9	-1.3	-0.2	-9.6	1.3	-3.0
COC(C(=O)Nc1c(F)cccc1F)c1ccccc1 (stereo not drawn)	0.1	1.3	1.7	3.3	-2.4	-1.6	-0.2	-1.2	-11.0	-0.7
Cc1cccc(C(=O)NCCN2CCN(c3ccccc3)CC2)c1	3.6	-0.6	-1.9	-1.2	0.9	4.3	-1.1	-10.3	-0.1	-5.9
O=C(Oc1ccccc1)n1c(=S)oc2ccccc21	-2.5	-0.3	-1.4	-2.7	-3.9	1.1	0.0	-11.5	-5.8	3.4
CC(=O)OC[C@@H]1CN(Cc2ccccc2)C[C@H](n2cnc3c(NCC(C)C)ncnc32)O1	2.1	0.1	1.3	/	-0.8	1.9	-0.1	-11.2	-8.9	-1.3
COc1ccc(NS(=O)(=O)c2cccc(C(=O)OCC(=O)NC3CC3)c2)cc1	2.3	-0.4	-1.0	-4.7	-3.6	1.1	-0.3	-5.7	8.7	-4.7
Cc1c(CCC(=O)NCCCn2ccnc2)c(=O)oc2c(C)c3oc4c(c3cc12)CCCC4	0.1	/	1.7	6.8	13.9	-3.4	-0.8	-6.1	3.6	0.5
CNC(=O)C1CCN(S(=O)(=O)c2c(C)noc2/C=C/N(C)C)CC1	-0.7	2.9	-0.4	-8.6	-1.5	-2.3	-0.3	7.9	8.0	-3.1
O=C(CSc1nc2ccccc2o1)NCc1ccco1	-2.0	-0.7	-1.9	-0.3	2.3	2.9	-0.3	0.5	15.1	-0.7
Cc1ccccc1N1CCN(C2CCCN(C(=O)c3csc(C(C)C)n3)C2)CC1 (stereo not drawn)	0.4	-1.5	-0.3	-10.2	2.4	1.9	-0.3	-2.5	8.4	-1.9
CCOc1cc(NC(=S)NCCCN2CCOCC2)c(OCC)cc1NC(=O)c1ccc(C)cc1	-1.6	0.5	-3.4	0.9	2.8	-1.6	-0.4	0.4	11.5	-3.1
O=C1OC(c2ccc(Cl)cc2)=N/C1=C\c1cccnc1	-1.3	1.1	0.8	10.5	14.4	2.4	2.3	-0.5	0.0	-12.0
c1cc2cc(CNc3nc(NCC4CC4)nc4ccsc34)ccc2o1	6.3	2.1	33.5	/	-5.3	-3.0	0.6	-0.4	-5.5	-5.1
CC(Oc1ccccc1)C(=O)N=C1SC2CS(=O)(=O)CC2N1c1ccc(F)cc1 (stereo not drawn)	-2.6	-0.4	-1.2	-4.7	-0.3	-0.9	-0.5	-7.4	8.8	-6.0
CC(C)Oc1ccc(C2CC(=O)N(c3cccc(/C=C/C(=O)O)c3)C2=O)cc1 (stereo not drawn)	2.3	-0.2	-0.4	-9.0	0.8	-0.4	-0.5	-9.8	3.3	-1.6
CCCCC1CCC(C(=O)NCc2ccc3c(c2)OCO3)CC1 (stereo not drawn)	-0.3	0.6	-1.7	-10.7	1.4	10.1	-0.3	-4.3	-2.6	-1.1
Cc1ccc(F)c(S(=O)(=O)NC(=O)C2(C)CCN2C(=O)c2ccc(C(F)(F)F)nc2C)c1 (stereo not drawn)	-1.4	-0.4	-2.6	/	2.5	1.6	-0.2	-1.1	-0.7	-10.5
CC(C)(SC(=S)N1CCCCCC1)C(=O)O	0.6	1.6	1.2	0.7	-0.4	0.8	-0.1	-1.5	-1.5	-0.6
Cc1c(/C=N/NC(=O)C(NC(=O)c2ccc3c(c2)OCO3)C(C)C)c2ccccc2n1C (stereo not drawn)	-3.6	2.5	1.6	8.2	-3.7	-8.0	0.8	0.3	1.4	-2.5
Cc1ccc(OCCOC(=O)c2nc3nccc(C)n3n2)cc1	-0.9	2.2	-0.9	-1.3	-1.6	3.2	-0.2	-0.6	6.5	-4.6
COc1cccc(CNC(=O)Nc2cccs2)c1	4.1	-0.4	-1.0	-6.4	-0.3	-6.9	0.7	-10.8	-27.6	-3.8
CN(Cc1nccs1)C(=O)C1CCC(=O)N(CCCc2ccccc2)C1 (stereo not drawn)	0.4	1.7	-1.3	-6.2	-2.3	-2.6	-0.7	-7.4	6.4	-1.6
N#Cc1cnn(-c2ccccc2)c1NC(=O)CN1CCOCC1	-1.1	1.8	-1.1	-6.2	0.2	-0.1	-0.1	5.6	-4.0	0.4

Complete entries, quoted from the list:
Profile of CCCCC1CCC(C(=O)NCc2ccc3c(c2)OCO3)CC1 (stereo not drawn) → STEP block = -0.3; MsrA inhibitor = 0.6; LMPTP inh = -1.7; Scp-1 inhibitor = -10.7; SUMO1-SIM PPI = 1.4; DNMT1 block = 10.1; TbMetRS inhib = -0.3; E coli Lon inh = -4.3; NRP1-CendR mod = -2.6; bovine MsrA act = -1.1
Profile of CC(C)(SC(=S)N1CCCCCC1)C(=O)O → STEP block = 0.6; MsrA inhibitor = 1.6; LMPTP inh = 1.2; Scp-1 inhibitor = 0.7; SUMO1-SIM PPI = -0.4; DNMT1 block = 0.8; TbMetRS inhib = -0.1; E coli Lon inh = -1.5; NRP1-CendR mod = -1.5; bovine MsrA act = -0.6
